PMI act – activators of human phosphomannose isomerase; purified human PMI, coupled resazurin fluorescence, 20 min; hits give high values; 1 = vehicle control, 0 substrate-free wells; activation factor at 20 µM; actives 0.005% (n = 190,000); AID 1214;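 active means activation factor of 2 or more at 20 µM, relative to plate controls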
Target sequence (P34949 whole entry, looked up): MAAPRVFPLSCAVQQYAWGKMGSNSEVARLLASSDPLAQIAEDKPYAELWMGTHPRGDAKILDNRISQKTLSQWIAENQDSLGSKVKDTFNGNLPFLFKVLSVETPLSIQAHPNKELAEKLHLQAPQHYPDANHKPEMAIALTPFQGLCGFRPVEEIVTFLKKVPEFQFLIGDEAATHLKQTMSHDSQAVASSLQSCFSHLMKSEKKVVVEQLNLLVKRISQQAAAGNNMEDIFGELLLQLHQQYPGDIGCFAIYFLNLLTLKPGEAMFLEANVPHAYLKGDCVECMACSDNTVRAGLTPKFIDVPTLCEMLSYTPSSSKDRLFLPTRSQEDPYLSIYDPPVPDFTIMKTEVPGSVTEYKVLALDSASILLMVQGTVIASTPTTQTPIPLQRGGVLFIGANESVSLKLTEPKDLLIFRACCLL
DTT redox prof – compounds producing H2O2 with reducing agent – biochemical, NIH compound library profiling, artefact control for MLSCN library redox annotation, primary screen. DTT-dependent redox cycling H2O2, phenol red/HRP absorbance; 100% = 100 µM peroxide control, 0% = buffer. activation, % at 10 µM. actives 0.03% (n = 200,000). AID 878;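 active means activation of at least 50% relative to the plate's high and low controls in the primary single-dose screen; inactive means activation below 50%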;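 further: compound incubated with DTT at 0.8 mM final as the reducing agent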
Diaph inh CS – counter-screen for diaphorase-based assays: diaphorase inhibitors and chemical oxidizers; diaphorase resazurin-to-resorufin fluorescence, NADH, 16 min; bacterial (C. kluyveri) enzyme, not human; inhibition, % at 20 µM; actives 0.69% (n = 190,000); AID 1217;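 active means primary screen inhibition at 20 µM above a set limit, cut at about 50% in these data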;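 further: plate controls were DMSO with full reaction for no effect and wells lacking NADH for full effect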
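Assay system: diaphorase enzyme from Clostridium kluyveri. Quantity: enzyme working solution with 0.14 U/mL diaphorase. Schedule: reaction incubation of 16 min at room temperature. Technique: resorufin fluorescence, excitation 544 nm, emission 590 nm. Controls: No-NADH positive control and DMSO neutral control.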
RAM inhibit – inhibitors of the yeast RAM network; actives 1.8% (n = 190,000); inhibition, % at 50 µM; AID 868; S. cerevisiae dse1pr::URA3 reporter, 5-FOA growth OD615, 2 d; analog-sensitive cbk1-as2 kinase mutant strain;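 active means inhibition above a set limit, 3 SD over mean compound inhibition, cut at about 8.4% in these data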;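 further: 0% = DMSO-only wells with no growth and 100% = 10 µM 1-NA-PP1 full growth; inhibition rescues growth on 5-FOA so higher OD means more RAM inhibition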
TLR4 MyD88 comp – blocks binding of human TLR4 to MyD88 | O00206+Q99836 | HeLa CL3-4 TLR4/MyD88 BLA complementation, FRET ratio | inhibition, % at 8.4 µM | actives 0.18% (n = 200,000) | AID 861; in the data active means inhibition above about 25%;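 further: 0% = vehicle and 100% = reference inhibitor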
Hsp70 activator – switches on Hsp70 transcription | actives 0.04% (n = 200,000) | activation, % at 10 µM | AID 1203 | HeLa Hsp70 promoter luciferase reporter, luminescence; scaled: vehicle 0, proteasome-inhibitor control 100%;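 active means activation above the mean across all tested compounds plus 3 SD, cutoff set per campaign, cut at about 5.5% in these data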;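 further: 100% = MG132 at 30 µM as the positive control and 0% = DMSO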
G6PDH CS – inhibits Leuconostoc G6PDH, flagging false hits in G6PDH-based assays | AID 1020 | Purified L. mesenteroides G6PDH, diaphorase/resazurin coupled fluorescence, 45 min | actives 0.12% (n = 200,000) | inhibition, % at 5 µM
Diaph act CS – counter-screen for diaphorase-based assays: diaphorase activators and chemical reducers | Diaphorase/resazurin coupled assay, resorufin fluorescence, 16 min; hits give high values; 1 = vehicle wells, 0 = NADH-free wells | activation factor at 20 µM | actives 0.005% (n = 190,000);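 active means diaphorase activity raised at least twofold by the compound at 20 µM; inactive means activation factor below 2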
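Test system: Clostridium kluyveri diaphorase, purified enzyme; input: enzyme 0.07 U/mL final; buffer or medium: 50 mM HEPES pH 7.4 with 4.542 mM MgCl2, 0.005% Tween 20; also added: 0.114 mM NADH and 0.1 mM resazurin, final amounts; schedule: 16 min enzyme reaction, ambient temperature; technique: fluorescence of resorufin, 544 nm excitation, 590 nm emission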
Lmaj promast – reduces viability of Leishmania major promastigotes | resazurin fluorescence viability | inhibition, % at 10 µM | actives 9% (n = 200,000) | AID 1063;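 further: promastigotes grown with compound for 44 hours at 28 °C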
PMI act hi M6P – activators of human phosphomannose isomerase at near-saturating mannose 6-phosphate; P34949; coupled PMI enzyme assay, resazurin fluorescence, 20 min; hits give high values; 1 = untreated enzyme, 0 = substrate-free blank; activation factor at 20 µM; actives 0.34% (n = 190,000); AID 1216;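 active means activation factor of 2 or more at 20 µM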
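Test system: human PMI in coupled enzyme assay; Input: PMI at 15 ng/mL final; Medium: HEPES buffer, pH 7.4; Schedule: 20 min incubation at room temperature; Technique: resorufin fluorescence at Ex 544/Em 590 nm; Compound: 20 µM single dose; Probe or stimulus: Near-saturating mannose-6-phosphate, 1.0 mM.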
S1P3 antag – S1P3 (human) receptor antagonism. actives 0.27% (n = 170,000). AID 485. Q99500. CHO S1P3 NFAT-BLA reporter, FRET fluorescence, antagonist mode. inhibition, % at 4.98 µM;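 active means inhibition above the plate cutoff, the mean inhibition of test wells on that plate plus 3 SD, cut at about 28% in these data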;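 further: cells challenged with S1P at its EC80 of 0.8 µM; blue over green emission ratio from cleaved BLA substrate after 4 h stimulation; 0% = S1P-stimulated wells and 100% = unstimulated DMSO-only wells; some compounds past the cut are filed as inactive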
Target sequence (Q99500 whole entry, looked up): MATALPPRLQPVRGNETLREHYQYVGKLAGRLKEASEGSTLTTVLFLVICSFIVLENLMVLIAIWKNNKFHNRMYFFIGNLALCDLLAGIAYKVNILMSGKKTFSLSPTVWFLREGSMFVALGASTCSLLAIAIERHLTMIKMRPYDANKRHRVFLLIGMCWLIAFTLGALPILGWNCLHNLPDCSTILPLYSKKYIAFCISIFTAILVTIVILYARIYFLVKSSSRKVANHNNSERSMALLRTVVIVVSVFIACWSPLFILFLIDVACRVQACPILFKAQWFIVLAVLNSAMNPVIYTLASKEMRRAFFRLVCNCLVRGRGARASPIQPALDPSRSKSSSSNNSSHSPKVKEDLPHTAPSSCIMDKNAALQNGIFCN
Starred values were filed as active, the others as inactive; · = no result given. Unless noted, no stated cut-off is given here; in the data, active means inhibition above about 50%; inactive means the rest.

mol	PMI act	DTT redox prof	Diaph inh CS	RAM inhibit	TLR4 MyD88 comp	Hsp70 activator	G6PDH CS	Diaph act CS	Lmaj promast	PMI act hi M6P	S1P3 antag
O=C(O)CSc1cnc2ccccc2n1	1.1	0.1	-5.4	0.3	4.3	-0.2	-1.2	1.1	-4.3	1.2	·
Cc1ccc(OCC(=O)N/N=C/c2ccccc2)c([N+](=O)[O-])c1	1	-0.6	14.6	2.0	-4.7	-0.2	3.4	0.9	4.5	0.9	4.2
COc1ccc(-c2nc(CS(=O)CC(=O)NCc3ccco3)c(C)o2)cc1 (stereo unspecified)	1	0.5	16.0	1.3	-2.7	-0.3	-0.7	0.8	-3.0	1	-30.5
COC(=O)c1[nH]c2ccc(C)cc2c1NC(=O)CN1CCCc2ccccc21	1.3	-0.2	9.7	-0.9	-0.6	-0.2	0.6	0.9	4.4	1.6	-20.3
Cc1cc(=O)[nH]c(SCC(=O)Nc2ccc(Br)cc2)c1C#N	1	0.1	4.4	2.8	5.7	0.3	4.0	1	-13.6	1.1	·
CC(C)N=Cc1c(O)[nH]c2ccccc12	1	-0.2	4.7	0.7	-7.1	0.1	3.4	1	-6.2	1	·
COc1cc(NC(=O)CN2CCC(Cc3ccccc3)CC2)c(C)cc1[N+](=O)[O-]	0.9	0.2	3.9	1.8	-8.0	0.0	-1.0	1	39.6	0.9	-7.0
O=C(Cc1ccc(Br)cc1)c1ccc(O)cc1O	0.8	-0.1	16.0	-2.3	8.2	0.1	2.3	0.8	-10.7	0.9	20.6
O=C1Nc2ccc([N+](=O)[O-])cc2OC1CCN1CCN(Cc2ccc3c(c2)OCO3)CC1 (stereo unspecified)	1	0.1	13.8	-0.6	5.7	-0.6	-1.3	0.9	-5.7	1	8.9
O=C(NC1CCCCC1)C(c1ccc(O)cc1)N(CC1CCCO1)C(=O)C1COc2ccccc2O1 (stereo unspecified)	0.9	-0.3	18.3	-0.5	-1.0	0.1	1.0	0.8	50.1*	0.9	·
COc1ccc(OC)c(S(=O)(=O)N2CCC(C(=O)NCc3ccccc3OC)CC2)c1	1	0.3	-2.2	0.8	-1.7	0.3	23.6	1	4.4	1	-4.8
O=C(CCc1ccccc1)NC(NC(=S)Nc1cccc(Cl)c1)C(Cl)(Cl)Cl (stereo unspecified)	1	0.4	-4.9	4.1	1.4	-0.2	1.7	1	0.6	1.1	·
O=c1[nH]ncc(NCc2ccc(Cl)cc2)c1Cl	0.9	-0.2	11.3	1.4	-5.5	0.1	3.6	0.9	-3.4	0.9	-13.0
O=[N+]([O-])c1cc(S(=O)(=O)CCCN2CCOCC2)ccc1F	1	0.4	21.4	-0.1	4.1	0.1	10.3	0.8	1.4	0.9	-16.0
O=C(O)CC(NC(=O)c1cccc([N+](=O)[O-])c1)c1ccc2c(c1)OCO2 (stereo unspecified)	1.2	-0.2	-3.1	0.4	-6.1	0.1	9.8	1	-3.1	1.1	-10.1
COc1ccccc1-n1c(=O)c2c3c(sc2n2c(=S)[nH]nc12)CCC3	1	0.3	34.9	2.0	5.4	-0.2	2.0	0.7	-3.2	1	2.4
CCN(CC)S(=O)(=O)c1ccc2oc(C(=O)NCc3ccc(C)cc3)c(C)c2c1	0.8	0.1	21.3	5.2	0.2	-0.3	1.4	0.8	14.1	0.8	·
CC1Cc2cc(C3(O)C(=O)c4ccccc4C3=O)ccc2N1 (stereo unspecified)	1	1.8	5.2	0.1	-8.6	-0.2	0.8	0.9	-6.0	0.9	4.6
COc1ccc(C(=O)Nc2nc(C)cc(C)n2)cc1[N+](=O)[O-]	1	2.2	9.0	-0.3	3.0	-0.1	6.1	0.9	-1.6	1	-7.7
CN(CCOc1ccccc1)Cc1nc2cc(Cl)ccc2c(=O)[nH]1	1	-0.8	7.5	-0.3	-14.8	-0.3	6.7	0.9	7.3	1	-15.3
COc1ccc(NC(=S)NC(C)Cc2cccs2)cc1 (stereo unspecified)	1	-1.4	3.1	-0.6	-18.4	-0.1	16.1	1	2.0	1	-1.4
Cc1ccc(NC(=O)c2c(C)nc3ccccn23)cc1C	1.2	-0.4	-9.0	0.6	-5.7	0.0	-5.4	1.1	-12.1	1	6.3
CC(C)C(NC(=O)c1ccc(C(C)(C)C)cc1)C(=O)NC1=NCCS1 (stereo unspecified)	1	-0.3	13.2	0.9	-0.2	-0.2	-3.3	0.9	29.2	0.9	·
COC(=O)c1[nH]c2ccccc2c1NC(=O)CN1CCN(C/C=C/c2ccccc2)CC1	1	3.4	12.9	0.8	-3.5	-0.5	12.7	0.9	63.6*	1	-13.4
COc1ccc(-n2nc3cc(C)c(NC(=O)C(C)C)cc3n2)cc1	1.1	1.5	10.2	2.1	5.3	0.1	6.4	0.9	-1.6	1.1	-3.2
CCN1CCCC1CNC(=O)c1ccc(N2CCCC2=O)cc1 (stereo unspecified)	1	-0.7	-0.8	-0.5	6.0	-0.3	4.3	1	3.6	1	9.3
COc1ccc(C2Nc3cccc4cccc(c34)N2)cc1	0.8	-0.3	51.9*	1.9	-3.0	-0.2	11.5	0.5	8.6	0.5	16.2
Cc1cc(Cl)ccc1C(=O)C1CCCN(C(=O)/C=C/c2cnn(C)c2)C1 (stereo unspecified)	0.9	-0.9	25.0	0.9	-7.2	-0.2	6.4	0.8	2.9	1	-17.3
O=C(Nc1ccc(Cl)cn1)Nc1ccccc1Cl	1	0.0	-0.4	1.1	-13.6	-0.1	4.2	1	-1.3	1.1	2.7
CCCn1c(CCC(=O)O)ccc1-c1ccc(F)cc1	0.9	-1.9	23.5	0.2	-8.3	0.0	-5.5	0.8	23.3	0.9	-12.3
c1ccc(CCNc2nc3ccccc3n3nnnc23)cc1	0.9	-1.2	9.7	5.2	1.8	0.0	5.7	0.9	-8.6	0.9	-18.9
CCN1/C(=C/c2ccc3cc(C)ccc3[n+]2CC)Sc2cc(C)ccc21	0.8	0.3	0.3	-0.4	5.2	-0.1	-15.0	1	100.5*	0.8	38.6*
O=C1NCCCC1C(=O)N1CCN(C(c2ccccc2)c2ccccc2)CC1 (stereo unspecified)	1.1	0.3	8.8	2.9	1.1	0.0	-5.2	0.9	-5.5	0.9	15.2
Cc1c(-c2ccc(Cl)cc2)oc(=O)c2c(N)n(-c3ccccc3)nc12	0.9	0.2	5.2	-0.5	5.8	0.0	8.1	0.9	-0.4	1.1	·
O=C(O)c1cccnc1NC1CCCC1	1.1	0.4	8.5	0.3	-0.2	0.3	9.1	0.9	-4.7	1.1	·
Cc1ccc(NC(=S)/N=C(\N)Nc2nc(C)c3cc(C)c(C)cc3n2)cc1C	0.9	-0.8	-3.8	5.8	11.1	-0.5	7.9	1	17.9	0.9	1.0
CCN1CCN(c2ncc3c(n2)CC(c2cc(OC)c(OC)c(OC)c2)CC3=O)CC1 (stereo unspecified)	0.9	-0.1	-3.7	-0.9	-3.1	-0.2	9.9	1	99.8*	0.9	2.1
CCn1nc(C(=O)Nc2ccc3nc(C)sc3c2)c2ccccc2c1=O	0.9	0.0	16.9	4.0	-7.5	-0.3	23.4	0.8	62.7*	0.8	-1.5
CCOC(=O)Cn1c(C)c(C#N)c2ccccc21	1	0.5	5.7	2.2	-12.0	-0.2	-3.2	0.9	12.6	1	11.5
COC(=O)c1ccccc1NC(=O)c1ccccc1OC	0.8	0.0	24.1	-0.4	-7.2	0.1	3.6	0.8	8.9	0.8	2.3
O=C(O)COc1ccc(/C=N/Nc2nc(Nc3ccccc3)nc(N3CCCCC3)n2)cc1	1.1	0.2	2.8	2.0	-3.2	-0.3	-0.6	1	-5.9	1.1	-2.2
Cc1nc2ccc(Br)cn2c(=O)c1Cl	1	0.2	7.5	1.4	13.8	-0.1	4.7	0.9	-2.7	1	·
O=C(NNC(=O)c1oc2ccccc2c1-n1cccc1)c1ccco1	1	0.5	-2.2	0.0	-11.7	0.2	6.7	1	-5.2	1	-8.3
O=C(NCC1CCN(c2ccc(S(=O)(=O)N3CCOCC3)cc2)CC1)c1ccc(Cl)cc1	0.9	0.3	16.8	3.4	-11.3	-0.3	5.5	0.8	23.7	0.9	·
COc1cccc(CNC(=O)C2(C)Oc3ccccc3NC2=O)c1 (stereo unspecified)	1	-1.9	11.3	0.8	-8.3	-0.2	-3.4	0.9	2.5	1	·
COc1cc(OC)cc(C(=O)NNC(=O)NC2CCCCC2)c1	0.9	1.0	5.0	0.6	-14.0	-0.3	12.3	0.9	-4.1	0.9	·
CCC(C)NC(=O)c1ccccc1NC(=O)C1COc2ccccc2O1 (stereo unspecified)	0.9	-1.3	-4.4	8.8*	-11.0	-0.6	5.6	1	8.7	1	-3.8
Cn1nnc2cc(C(=O)N3CCCCCC3)ccc21	1	1.8	3.3	1.4	-1.1	0.2	3.6	1	-2.7	1	·
CC(=O)Nc1ccc(OCc2nnc(-c3ccc(Cl)cc3)o2)cc1	1	-0.6	6.4	2.7	-12.3	0.1	-1.1	0.9	5.2	1	-11.3
Cc1onc(-c2ccccc2Cl)c1C(=O)NC(=S)NCCc1ccccc1	0.9	-0.3	23.4	6.0	-12.0	-0.3	5.5	0.8	26.8	0.8	1.7

An excerpt from above in order of their number in DTT redox prof, highest first:
Compound | DTT redox prof
COc1ccccc1-n1c(=O)c2c3c(sc2n2c(=S)[nH]nc12)CCC3 | 0.3
CCN(CC)S(=O)(=O)c1ccc2oc(C(=O)NCc3ccc(C)cc3)c(C)c2c1 | 0.1
O=C(NC1CCCCC1)C(c1ccc(O)cc1)N(CC1CCCO1)C(=O)C1COc2ccccc2O1 (stereo unspecified) | -0.3

Printed as active in S1P3 antag, of those listed so far:
| Structure | PMI act | DTT redox prof | RAM inhibit | TLR4 MyD88 comp | Hsp70 activator | G6PDH CS | PMI act hi M6P | S1P3 antag |
| --- | --- | --- | --- | --- | --- | --- | --- | --- |
| CCN1/C(=C/c2ccc3cc(C)ccc3[n+]2CC)Sc2cc(C)ccc21 | 0.8 | 0.3 | -0.4 | 5.2 | -0.1 | -15.0 | 0.8 | 38.6* |

Source: PubChem

An unsorted share of the library; overall some 12% were active at least once.
